cardiac RTF act: cardiac RTF calcium sensitization; P19429+P45379; IANBD-labeled TnC RTF fluorescence at EC20 calcium; 0% EC20 calcium, 100% full calcium; activation, % at 7.2 µM; hit rate 0.24% among 340,000; AID 493008;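 active = activation above the mean over all tested compounds plus 3 SD, cut at about 30% in these data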;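 note: rise in fluorescence read as greater calcium sensitivity of cardiac thin filaments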
V-ATPase pHluor: yeast V-ATPase proton transport regulation by pHLuorin; S. cerevisiae, pHLuorin cytosolic pH fluorescence; AID 504577; hit rate 0.37% among 350,000; response, % at 10 µM; in the data active = response mostly above about 7.3%, no sharp cut-off; inactive = mostly below about 5.4%; note: actives read high; inactives centre near 0; some compounds called inactive have numbers as strong as hits; reference of the scale not given here
MOR-DOR ag: OPRM1-OPRD1 heterodimerization agonism | activation, % at 9.3 µM | AID 504326 | cells, luminescence | hit rate 0.3% among 340,000 | P35372+P41143; in the data active = activation above about 18%;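 note: 0% = vehicle-treated cells and 100% = reference agonist; values of inactives mirror those of a sister screen read the other way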
Target sequence (P35372 whole entry, looked up): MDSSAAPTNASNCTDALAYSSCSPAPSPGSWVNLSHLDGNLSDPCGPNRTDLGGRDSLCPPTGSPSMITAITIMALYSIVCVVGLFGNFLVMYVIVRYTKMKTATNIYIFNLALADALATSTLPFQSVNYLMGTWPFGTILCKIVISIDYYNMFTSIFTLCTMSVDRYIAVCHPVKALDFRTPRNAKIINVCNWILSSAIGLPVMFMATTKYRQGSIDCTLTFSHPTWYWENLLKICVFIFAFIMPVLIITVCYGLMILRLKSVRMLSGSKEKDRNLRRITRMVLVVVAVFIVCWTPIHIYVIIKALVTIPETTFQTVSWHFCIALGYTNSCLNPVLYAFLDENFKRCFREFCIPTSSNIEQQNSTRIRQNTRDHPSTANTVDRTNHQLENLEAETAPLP
Target sequence (P41143 whole entry, looked up): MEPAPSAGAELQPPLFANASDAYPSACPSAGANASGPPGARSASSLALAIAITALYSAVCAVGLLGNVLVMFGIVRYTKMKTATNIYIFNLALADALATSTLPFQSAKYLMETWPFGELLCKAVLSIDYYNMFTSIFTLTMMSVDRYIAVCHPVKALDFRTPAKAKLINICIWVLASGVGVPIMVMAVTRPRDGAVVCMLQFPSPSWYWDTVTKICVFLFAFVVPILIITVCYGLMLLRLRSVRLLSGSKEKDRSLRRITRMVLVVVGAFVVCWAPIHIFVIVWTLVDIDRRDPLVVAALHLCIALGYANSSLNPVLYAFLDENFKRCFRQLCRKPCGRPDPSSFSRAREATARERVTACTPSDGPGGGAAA
HTR5A inv ag: inverse agonist of human HTR5A in OPRM1-OPRD1 counter-screen | hit rate 0.083% among 340,000 | inhibition, % at 9.3 µM | HTR5A cell line, luminescence, inverse agonism | AID 504634 | P47898; in the data active = inhibition mostly above about 23%, no sharp cut-off; inactive = mostly below about 18%;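 note: 0% = cells with DMSO and 100% = no-cell wells with DMSO; some compounds called inactive have numbers as strong as hits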
HTR5A ag: HTR5A agonism, opioid heterodimer counter-screen; hit rate 0.61% among 340,000; AID 504692; HTR5A agonist assay, luminescence, cell-based; activation, % at 9.3 µM; in the data active = activation mostly above about 9.5%, no sharp cut-off; inactive = mostly below about 7.6%;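 note: 0% = cells with vehicle only and 100% = reference agonist; strong numbers were not always called active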
RTF Ca sens inh: cardiac RTF calcium desensitization | P19429+P45379 | inhibition, % at 7.15 µM | hit rate 0.12% among 340,000 | IANBD-labeled cardiac RTF, Ca2+ fluorescence;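 active = inhibition above the mean inhibition of all tested compounds plus 3 SD, cut at about 17% in these data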;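 note: assay run at fixed EC70 calcium of 1.6 mM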
CAL-PDZ inh HTS: inhibitors of human CAL PDZ peptide binding; Q9HD26; purified CAL PDZ, TMR-peptide fluorescence polarization, 1 h; inhibition, % at 24.9 µM; hit rate 0.92% among 300,000;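 active = mean inhibition of at least 30% with at least half of replicates also reaching 30%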;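 note: 0% = DMSO neutral control and 100% = excess unlabeled competitor peptide PRC23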
OPRM1-OPRD1 inv: mu-delta opioid heterodimer inverse agonism. hit rate 0.21% among 340,000. cell-based MOR-DOR heterodimer luminescence. P35372+P41143. inhibition, % at 9.3 µM. AID 504357; in the data active = inhibition above about 22%, passing the limit was not always enough;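 note: 0% = cells with DMSO and 100% = wells without cells with DMSO; values of inactives mirror those of a sister screen read the other way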
Keap1-Nrf2 PPI: disrupts human Keap1 binding to Nrf2 peptide; inhibition, % at 9.4 µM; AID 504523; Keap1 Kelch-Nrf2 peptide fluorescence polarization, 1536-well; Q14145; hit rate 0.15% among 340,000; in the data active = inhibition above about 12%;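 note: human Keap1 Kelch domain with fluorescein labeled Nrf2 9mer peptide probe; 0% = neutral control wells and 100% = peptide positive control; higher means more block of Keap1 binding to Nrf2 peptide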
LANA DNA inh: inhibitors of KSHV LANA C-terminal domain DNA binding. inhibition, % at 9 µM. MBP-C-LANA/FAM-LBS DNA binding, fluorescence polarization. hit rate 0.078% among 340,000. AID 504423;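 active = highest replicate inhibition at or above 60% at 9 µM, even if other replicates fall short; inactive = all replicates below 60% inhibition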;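 note: 0% = neutral control wells and 100% = 4 µM acridine orange control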
An asterisk follows results filed as active; . = not tested or not shown.

SMILES	cardiac RTF act	V-ATPase pHluor	MOR-DOR ag	HTR5A inv ag	HTR5A ag	RTF Ca sens inh	CAL-PDZ inh HTS	OPRM1-OPRD1 inv	Keap1-Nrf2 PPI	LANA DNA inh
CCOc1ccccc1CNc1nc2nc3c(c(=O)n2[nH]1)CCC3	-3	-4	1.2	14	2	-8	0	-5	2	0.1
COC(=O)C1=C(C)N(Cc2ccccc2)C(=NCc2ccco2)N[C@H]1c1cccc(F)c1	13	3	-1.1	-2	2	-9	-2	6	0	1.3
COc1cc2c(cc1OC)C1=C(C#N)CCC(=O)N1CC2	-1	2	-2.4	11	-1	-3	2	12	5	0.2
C[C@H](NC(=O)c1ccco1)C(=O)Nc1ccc(C#N)cc1	-3	-2	-0.9	-4	1	-1	-4	6	-4	-0.5
CCSc1nnc(-c2cc(Br)ccc2N=Cc2c(C)[nH]n(-c3ccccc3)c2=O)c(=O)[nH]1	-3	1	-0.9	14	-5	-30	-3	5	-4	0.0
CC(C)c1cc(C(=O)Nc2cc(Cl)ccc2O)no1	0	-1	9.4	-4	1	-3	-1	-51	-1	-1.6
Cc1cccc(-n2nnnc2SCC(=O)Nc2ccc(N3CCN(C)CC3)cc2)c1	0	1	0.7	6	1	-1	2	-3	1	0.2
Cc1ccc(CCC(=O)Nc2ccc([N+](=O)[O-])cc2)o1	3	0	-1.4	-4	1	1	-3	7	4	-1.8
O=C(CSc1ccccc1)Nc1ccc(N2CCOCC2)c(F)c1	1	-5	-1.1	10	3	3	-2	6	-8	-0.1
CC(C)(O)C#Cc1ccc(CN2CCN(Cc3ccccc3)C(CCO)C2)cc1 (stereo not drawn)	7	3	2.5	32	0	-13	.	-14	-1	-0.2
Cc1ccc(C(C)C)c(OCC(=O)OCC(=O)c2c(N)n(C)c(=O)n(C)c2=O)c1	1	-1	2.0	-19	8	-6	-1	-9	-5	-1.8
CCCC[C@H]1COCCS(=O)(=O)N1Cc1ccc(C)cc1	12	0	4.1	-3	1	4	-4	-24	-2	0.4
Cc1ccc(S(=O)(=O)N2CCC(=O)N(CCOCc3ccccc3)CC2)cc1	1	5	-1.8	5	-2	1	-4	10	-1	-0.1
CCOc1cc(Br)c(CC(=O)NC2CCCCCC2)cc1OCC	0	0	0.7	7	-3	4	-4	-4	2	0.8
CNC(=O)CS(=O)CC(=O)Nc1cc(OCCOC)c(Cl)cc1Cl (stereo not drawn)	-6	-2	-1.6	-44	1	-3	-3	8	1	2.7
Cc1nc(C(=O)Nc2ccc(Cl)cc2Cl)nn1-c1cc(OC(C)C)c(Cl)cc1Cl	1	0	-0.1	-1	3	-3	-1	1	-3	1.7
CN(C)/C=C(\C=O)c1cccc(Cl)c1	-6	1	-0.3	-8	3	-11	-1	2	2	-2.6
O=C(OCn1ncc(Br)c(Br)c1=O)c1ccc(F)cc1	-6	2	3.1	5	0	0	1	-19	-5	-1.3
Cn1nccc1/C=C(/C#N)S(=O)(=O)c1ccccc1	7	1	-1.2	-20	0	-12	-2	7	-4	4.7
CCOc1ccccc1NC(=O)CSc1nc2[nH]ncc2c(=O)[nH]1	0	1	-1.1	10	-4	-16	.	8	4	0.4
COc1ccc(NC(=O)c2cc(C3CC3)nc3c2cnn3C(C)C)cc1OC	-3	9	-0.8	-38	14	3	-1	3	3	-4.3
CC(C)Cc1nc2oc3c(N4CCN(CCO)CC4)ncnc3c2c2c1CCCC2	7	-3	4.0	-25	3	3	-11	-22	-2	-2.1
O=C(c1ccccc1)c1nccn1-c1ccc(Cl)nn1	-3	-2	-0.1	-12	4	6	-9	1	1	-0.1
Cc1cccc(/C=N/NC(=O)c2ccc3c(c2)OCCO3)c1O	-1	-3	3.2	-8	2	-4	-5	-16	0	0.2
O=C(CNC(=S)N(Cc1ccccc1)Cc1ccccc1F)NCc1ccccc1	4	1	0.9	16	5	-5	-7	-4	5	-1.5
Cc1ccc(SCC(=O)NCC2CCCO2)cc1 (stereo not drawn)	1	-1	-2.8	-26	5	-2	-9	15	2	0.5
Cc1ccc(NC(=S)Nc2nc(CC(=O)Nc3ccccc3)cs2)cc1	-2	1	3.9	20	1	-5	-1	-20	-2	1.7
O=C(NCC1CCCO1)c1ccc(NS(=O)(=O)c2ccccc2)cc1 (stereo not drawn)	-1	4	-0.7	-3	1	8	-1	4	4	-3.0
COc1ccc(N2CCN(C(=O)C3(C)CC3(Cl)Cl)CC2)cc1 (stereo not drawn)	13	-3	-0.3	3	-1	-11	-1	2	-2	4.1
O=c1cc(N2CCCCC2)c(-c2ccccc2)nn1Cc1ccc(Cl)cc1	2	-1	5.5	-7	-2	-9	-2	-25	1	-1.1
Cc1c(O)nc(SCC(=O)Nc2nccs2)n(-c2ccccc2F)c1=O	3	-1	-0.8	6	-1	-9	0	3	1	2.0
Cc1nnc2ccc(-c3cccc(NC(=O)c4ccc(Cl)nc4)c3)nn12	-5	5	-1.4	-10	-1	-2	-2	8	3	0.1
O=C(CCCc1ccccc1)c1ccccc1	-6	3	3.9	12	-4	-17	-5	-21	-5	-0.3
O=S(=O)(/N=C(/Nc1cccnc1)c1ccccc1)c1ccc(F)cc1F	1	-1	-3.6	-35	14*	-3	0	14	-2	0.2
COc1ccc(C2CC(=O)C(C=NCCCO)=C(O)C2)cc1 (stereo not drawn)	8	3	-2.5	-5	1	-11	-3	12	5	9.2
CCOC(=O)c1c(C)oc2ccc(OC(=O)COc3c(F)c(F)c(F)c(F)c3F)cc12	0	0	1.7	0	0	-22	3	-12	-3	-1.1
CCOC(=O)C1=C(CN2c3ccccc3CC2C)NC(=O)NC1c1ccccc1 (stereo not drawn)	0	0	1.3	9	-1	2	-3	-7	-1	-0.6
Cc1ccc(-c2nnn(CC(=O)N3CCCCC3)n2)cc1	2	-5	-1.1	-3	5	-4	4	6	-5	1.5
C=CCNc1oc(-c2cccc(F)c2)nc1C#N	-3	-4	-1.2	-8	2	2	7	5	-2	-1.1
O=C(Nc1ccc(-c2cccc(F)c2)cc1)C1CCCN(Cc2ccccn2)C1 (stereo not drawn)	1	2	1.4	-19	1	-2	-3	-10	-3	0.7

An excerpt of these results, in CSV form.
Compound,cardiac RTF act,V-ATPase pHluor,MOR-DOR ag,HTR5A inv ag,HTR5A ag,RTF Ca sens inh,CAL-PDZ inh HTS,OPRM1-OPRD1 inv,Keap1-Nrf2 PPI,LANA DNA inh
O=S(=O)(/N=C(/Nc1cccnc1)c1ccccc1)c1ccc(F)cc1F,1,-1,-3.6,-35,14*,-3,0,14,-2,0.2
COc1ccc(C2CC(=O)C(C=NCCCO)=C(O)C2)cc1 (stereo not drawn),8,3,-2.5,-5,1,-11,-3,12,5,9.2

(more compounds)
SMILES	cardiac RTF act	V-ATPase pHluor	MOR-DOR ag	HTR5A inv ag	HTR5A ag	RTF Ca sens inh	CAL-PDZ inh HTS	OPRM1-OPRD1 inv	Keap1-Nrf2 PPI	LANA DNA inh
C=CCSc1ncccc1C(=O)O	0	-2	-0.4	-19	3	0	-1	2	1	0.0
COc1ccc(C(=O)NN(C)c2nc(-c3ccccc3)cc(C)c2S(C)(=O)=O)cc1	2	5	-0.1	-30	4	1	0	0	-6	-0.4
COc1ccccc1CC(NC(C)=O)C(=O)NC1CCN(C(=O)c2ccc(C)cc2)CC1 (stereo not drawn)	0	-3	-0.8	-3	2	-7	-3	5	-1	2.3
Oc1ccc(/C=N/NC(=S)NC2CC3CCC2C3)cc1 (stereo not drawn)	12	8	2.1	-5	2	4	-2	-10	-4	0.8
Cc1ccc(OCC(=O)NNC(=O)CSc2ncnc3sc(C)c(C)c23)cc1	3	-3	-2.6	-1	-3	-4	.	13	1	1.2
O=C(NCc1cccc(C(F)(F)F)c1)C1CC2Cn3c(nc4ccccc43)C2N1Cc1ccccc1 (stereo not drawn)	2	0	3.2	-21	0	9	-5	-17	4	-1.0
CCC1CN(C(=O)N2CCC(C(=O)NCc3ccco3)CC2)c2ccccc2O1 (stereo not drawn)	-1	5	-0.9	10	5	-4	-6	5	-3	0.3
Cc1ccc(-n2c(=S)[nH]c3c(oc4ccccc43)c2=O)cc1	-1	3	-0.2	-3	1	-5	-2	1	-2	0.6
Cc1noc(C)c1CSc1nnc2scc(-c3ccccc3)n12	-2	1	-3.3	-1	0	-4	-4	17	2	-0.1
CN(C)S(=O)(=O)n1cc(/C=C(\NC(=O)c2ccccc2Cl)C(=O)NCCN2CCOCC2)c2ccccc21	-1	4	1.1	-7	0	-14	-4	-6	-3	0.4
O=C(COC(=O)CNS(=O)(=O)c1ccc2ccccc2c1)Nc1ccccc1Sc1ccccc1	0	-3	4.7	-9	2	1	-1	-24	-1	0.9
COc1ccc(/C=C2/C(=N)N3N=C(CC(=O)N4CCCC4)SC3=NC2=O)cc1OC	4	-1	-3.1	-12	-1	-2	0	16	-2	0.4
COC(=O)C1=C(C)N(c2ccccc2)C(=S)NC1c1ccccc1C(F)(F)F (stereo not drawn)	-1	-1	0.3	-20	7	-4	-1	-2	2	1.3
O=C(Nc1nnc(S(=O)(=O)N2CCCCC2)s1)c1cccc(Br)c1	1	0	-1.2	-2	5	-1	.	6	-5	0.0
c1cn(-c2ncnc3sc4c(c23)CCCC4)cn1	-4	4	-1.0	-29	12	-5	-2	4	3	-1.2
CCOc1ccc(NC(=O)c2ccc(NC(=O)COC(=O)Cc3ccc(OC)cc3)cc2)cc1	0	-3	-1.2	-1	0	8	-4	7	0	-0.8
OC(CN1CCOCC1)CN1CCOCC1	2	-2	-3.4	-14	6	5	1	17	-5	0.5
CC(C)(C)c1ccc(C(=O)NCCCNC(=O)c2cccnc2)cc1	-2	3	-0.7	-8	3	-14	.	5	1	1.7
C=C1C2(C(=O)Nc3ccc(SC(F)F)cc3)CCC(C2)C1(C)C (stereo not drawn)	-9	-5	11	-27	10	4	-2	-65	-4	-1.2
Cc1onc(-c2ccccc2)c1C(=O)N1CCN(Cc2ccccc2)CC1	1	-1	-1.8	6	0	-4	-4	10	-7	-0.6
Cc1ccc(S(=O)(=O)Cn2nnnc2C(C(C)C)N2CCc3ccccc3C2)cc1 (stereo not drawn)	-3	1	0.8	18	5	-6	-1	-4	-2	1.3
Cc1cccc(NC(=O)c2ccc(S(=O)(=O)N(C)C)cc2)n1	-5	-1	-3.6	-22	4	-7	.	17	4	-1.2
CN(C(=O)CC1C(=O)NCCN1C/C=C/c1ccccc1)C1CCOCC1 (stereo not drawn)	-1	2	0.6	-2	-3	-6	-4	-3	-6	1.6
CCOc1ccc(/C=C/C(=O)C(C(N)=O)=C2SCCS2)cc1	-3	-1	-2.6	-16	6	1	-1	16	-3	2.4
N#Cc1cc(N2CCCCC2)c([N+](=O)[O-])cc1C#N	-2	-6	3.2	-13	5	-6	-8	-16	-3	-1.1
Cc1cc(C)cc(N(CC(=O)N2CCC(C)CC2)S(=O)(=O)c2ccccc2)c1	-4	-4	-0.5	-4	-4	7	-2	2	3	1.0
COc1ccccc1-c1ccc(SCC(=O)NCc2ccc3c(c2)OCO3)nn1	3	-8	-2.6	-10	2	-11	1	13	-1	0.0
O=C(COC(=O)c1cc(S(=O)(=O)N2CCOCC2)ccc1O)Nc1cc(S(=O)(=O)N2CCCC2)ccc1Cl	3	4	0.4	-22	7	2	-2	-2	-1	1.1
O=C(CC(c1ccccc1)c1ccccc1)OCn1nnc2ccccc2c1=O	1	0	3.9	-20	1	-7	.	-16	-2	-2.2
Cc1cccc(NC(=O)CSc2ccc(-c3cccs3)nn2)c1C	10	2	3.9	-3	1	-1	-2	-21	-5	-1.4

Assay outcomes as filed in PubChem.
